Nrf2 block: blocks Nrf2 signaling; A549 ARE-Fluc reporter, luciferase luminescence, 18-24 h; Potency, µM (titrated, usually from 46 µM), for the others: at the top dose activity change, negative = inhibition, most hits filed as inhibitors; 360,000 tested, 2.1% active; AID 504444; also: potency is read from the fitted curve at half-maximal effect; % is scaled to controls: 0 for no effect and ±100 for the full control effect; nearly all actives have a fitted effect of over 60% in size
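Two sequential reads on A549 ARE_Fluc cells exposed to compound for 18-24 h: a CellTiter-Fluor fluorescence read for viability, then a luciferase luminescence read for Nrf2/ARE activity.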
MmCpn inh: blocks the Methanococcus maripaludis chaperonin Mm-Cpn. purified Mm-Cpn ATPase, ADP Transcreener TR-FRET. Potency, µM (titrated, usually from 76.9 µM), for the others: at the highest dose activity, negative = inhibition, actives largely listed as inhibitors. 330,000 tested, 0.031% active. AID 504842; also: potency is read from the fitted curve at half-maximal effect; % is scaled to controls: 0 for no effect and ±100 for the full control effect; nearly all actives have a fitted effect of over 80% in size
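ATPase read-out: TR-FRET ADP immunoassay (anti-ADP Eu cryptate vs ADP-d2), ex 320 nm, em 590/665 nm; signal drops as ADP forms. Enzyme 25 nM, ATP 10 uM, 30 min at 37°C after 10 min compound preincubation.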
Nrf2 activator: activates Nrf2 signaling | AID 624171 | 410,000 tested, 0.31% active | AREc32 ARE-luciferase reporter (MCF7-derived line), luminescence, 24 h | Potency, µM (titrated, usually from 46.1 µM), inactives show at the top dose activation, actives largely listed as activators; also: potency is read from the fitted curve at half-maximal effect; % of control where 0% means no effect; nearly all actives have a fitted effect of over 65% in size
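Reporter line AREc32 (ARE-Fluc), seeded overnight in OPTI-MEM with 5% FBS; compound pin-transferred, 24 hr at 37 deg C, 5% CO2; luminescent read-out.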
CCT chaperon mod: modulators of cytosolic chaperonin (CCT/TRiC) activity. purified chaperonin ATPase assay, HTRF ADP detection, 30 min. activity change, % (no concentration beside the values), hits read low. 360,000 tested, 0.3% active. AID 651819; in the data active = activity change below about -30%; also: % is scaled to controls: 0 for no effect and ±100 for the full control effect
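We incubate TRiC, 40 or 20 nM final, with library compounds at 76 uM and 10 uM ATP for 30 min at 37 °C. ADP formed is detected with Transcreener HTRF reagents after 30 min at room temperature.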
TGFb inhibitor: inhibitors of TGF-b signaling; Potency, µM (titrated, usually from 46.1 µM), for the others: at the highest dose activity, negative = inhibition, most hits filed as inhibitors; HepG2 CAGA-GFP TGF-b/SMAD3 reporter, GFP fluorescence, 18 h; TGF-beta stimulated, 500 pg/mL final; 410,000 tested, 1.2% active; AID 588855; also: potency is read from the fitted curve at half-maximal effect; % is scaled to controls: 0 for no effect and ±100 for the full control effect; nearly all actives have a fitted effect of over 65% in size
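First, reporter cells (HEPG2 CAGA-GFP) rested 2 h at 37 degrees C. Next, compounds were pinned in and TGF-beta added to 500 pg/mL final. After 18 h, GFP was imaged per cell and summed per well.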
Akt phos inh: blocks phosphorylation of Akt; Neuro2A IGF-stimulated pAkt S473 HTRF, 20 min; hits give low values; activity change, % for hits at 50 µM; 360,000 tested, 0.32% active; AID 651550; in the data active = activity change below about -80%; inconclusive = mostly about -51% to -80%; also: % is scaled to controls: 0 for no effect and ±100 for the full control effect
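Neuro2A cells (4,500/well, DMEM with 0.5% FBS) were treated with compound at a single 50 µM final concentration, stimulated with 6 nM IGF for 20 min at 37 °C, and lysed. Phospho-Akt Ser473 was read by HTRF as 665/615 ratio ×10^4.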
A549 viability: A549 cytotoxicity, counter-screen for Nrf2 inhibitors; A549 ARE-Fluc cells, CellTiter-Fluor viability, 18-24 h; Potency, µM (top dose mostly 46 µM), for the others: at the highest dose activity change, negative = cytotoxicity, actives largely listed as inhibitors; 390,000 tested, 0.16% active; AID 504648; also: potency is read from the fitted curve at half-maximal effect; % is scaled to controls: 0 for no effect and ±100 for the full control effect
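A549 ARE-Fluc cells in 5% FBS OPTI-MEM, 5000 cells/well, rested 2 h then exposed to compounds in concentration-response for 18-24 h at 37 °C. Viability by CellTiter-Fluor fluorescence (Ex 405/Em 525) after 30 min; luciferase luminescence (BugLite, 15 min, RT) read afterwards.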
EPAC2 ag: EPAC2 (human) agonism. Q8WZA2. EPAC2 activation, biochemical qHTS; response scale: 100% = 6.5 mM cAMP response. Potency, µM (top dose mostly 154 µM), without a hit: at the top dose activation, usual class: activators. 360,000 tested, 0.079% active; also: potency is read from the fitted curve at half-maximal effect; nearly all actives have a fitted effect of over 50% in size
Target sequence (Q8WZA2 whole entry, looked up): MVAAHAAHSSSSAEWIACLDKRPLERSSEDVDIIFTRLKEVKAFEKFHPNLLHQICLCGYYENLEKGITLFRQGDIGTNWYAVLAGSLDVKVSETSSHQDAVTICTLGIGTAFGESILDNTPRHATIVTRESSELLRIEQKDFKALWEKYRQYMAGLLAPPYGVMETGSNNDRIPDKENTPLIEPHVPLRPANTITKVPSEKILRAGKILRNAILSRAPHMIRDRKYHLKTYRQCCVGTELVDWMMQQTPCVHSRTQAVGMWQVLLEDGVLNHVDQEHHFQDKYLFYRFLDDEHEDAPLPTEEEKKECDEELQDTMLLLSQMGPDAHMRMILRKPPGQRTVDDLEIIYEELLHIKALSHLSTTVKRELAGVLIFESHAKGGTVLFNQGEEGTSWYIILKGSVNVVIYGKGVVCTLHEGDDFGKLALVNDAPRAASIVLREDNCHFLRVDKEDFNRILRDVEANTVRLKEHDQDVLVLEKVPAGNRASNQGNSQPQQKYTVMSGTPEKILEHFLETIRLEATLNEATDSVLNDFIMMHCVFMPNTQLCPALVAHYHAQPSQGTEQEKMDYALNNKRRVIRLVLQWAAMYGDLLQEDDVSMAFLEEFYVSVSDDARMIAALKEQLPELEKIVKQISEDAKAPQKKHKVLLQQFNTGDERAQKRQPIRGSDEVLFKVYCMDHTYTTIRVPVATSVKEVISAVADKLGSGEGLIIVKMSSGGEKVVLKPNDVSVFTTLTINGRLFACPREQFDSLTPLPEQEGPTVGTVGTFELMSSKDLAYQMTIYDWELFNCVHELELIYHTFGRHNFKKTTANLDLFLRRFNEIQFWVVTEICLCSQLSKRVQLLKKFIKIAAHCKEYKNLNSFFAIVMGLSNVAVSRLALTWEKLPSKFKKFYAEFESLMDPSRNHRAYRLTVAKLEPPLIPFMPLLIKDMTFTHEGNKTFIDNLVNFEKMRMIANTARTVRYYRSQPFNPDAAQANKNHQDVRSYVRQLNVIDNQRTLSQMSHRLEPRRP
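EPAC2 (100 nM) mixed with Rap1B loaded with BODIPY-GDP (250 nM) plus 50 uM unlabeled GDP; compounds pinned in, 5 min RT, then read every 5 min for 30 min (ex 480, em 540 nm). Normalized to cAMP control.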
EPAC2 antag: antagonists of human EPAC2; EPAC2 GEF exchange of Rap1B-BODIPY-GDP, fluorescence; Potency, µM (titrated, usually from 114 µM), without a hit: at the highest dose activity, negative = inhibition, actives largely listed as inhibitors; 360,000 tested, 0.18% active; AID 720708; also: potency is read from the fitted curve at half-maximal effect; % is scaled to controls: 0 for no effect and ±100 for the full control effect; nearly all actives have a fitted effect of over 45% in size; many of its hits are not listed in these tables
* marks the source's active call; other numbers are inactive results; i = inactive; ? = inconclusive; nt = no result given; [ ] = remark or other dose. Unless noted, calls follow the shape of the dose curve; as a rule, active = well fitted curve in the direction sought with a large enough effect; inconclusive = small, poorly fitted or top-dose-only effect, or another doubt; inactive = no such curve, though single readings can be large; an effect the other way counts as inactive or inconclusive. An excerpt (hit frequency here may not be typical).

Below each compound: A549 viability	MmCpn inh	Akt phos inh	TGFb inhibitor	Nrf2 activator	EPAC2 antag	EPAC2 ag	Nrf2 block	CCT chaperon mod
CCOc1cc([C@H]2[C@@H]3CCCC[C@]3(O)CCN2CC(=O)NCc2ccco2)ccc1O
 : -4%	0%	i	?	0.2%	0%	8%	-14%	0.6
CNC(=O)c1nc(C)c(C2(C)CC(c3ccccc3)=NO2)s1 (centres undefined)
 : 1%	-1%	i	-2%	-0.9%	-4%	6%	11%	1.1
COc1ccccc1C(O)P(=O)(OC1CCCCC1)OC1CCCCC1 (centres undefined)
 : -6%	-5%	i	-16%	2.7%	4%	5%	-12%	0.0
O=C1ON=C(c2ccccc2)/C1=C/c1ccc(O)c(O)c1
 : -7%	-2%	i	12%	5.4%	1%	-3%	-27%	-2.3
COc1cccc(NC(=O)COc2ccc(C(=O)N3CCN(C)CC3)cc2)c1
 : 1%	2%	i	-1%	0.3%	1%	-3%	-4%	0.5
CC(=O)N(C)c1ccc(NC(=S)Nc2ccc(C(C)C)cc2)cc1
 : -3%	1%	i	-21%	3.7%	-24%	9%	?	0.4
CC(C)CCn1cnc2c1c(=O)n(C)c(=O)n2C
 : -1%	-2%	i	22%	-0.6%	-4%	-7%	nt	-1.5
Cc1cccc2nc(Cn3c(=O)n(-c4ccccc4)c(=O)c4c5c(sc43)CCC5)cc(=O)n12
 : -9%	nt	nt	2%	-0.5%	nt	nt	-18%	nt
CCOc1ccc(C(=O)NCc2ccco2)cc1OC
 : 0%	0%	i	-2%	0.6%	8%	14%	1%	-0.8
CC(C)OC(=O)/C(=C/c1cccnc1)NC(=O)c1ccccc1
 : 0%	3%	i	-1%	-0.2%	-6%	6%	-2%	-2.3
COc1c(OC)c(O)c2c(=O)cc(-c3c(O)cccc3O)oc2c1OC
 : -1%	nt	i	10%	3.0%	-26%	5%	6%	-0.4
CNc1sc(C(=O)c2ccccc2F)c(N)c1-c1nc2ccccc2s1
 : -15%	-2%	nt	-7%	10µM*	-4%	5%	?	-3.4
COC(=O)c1ccc(C(=O)N2CCCC(CNC(=O)c3ccccc3Cl)C2)cc1 (centres undefined)
 : 3%	-1%	i	0%	-0.3%	12%	7%	?	-0.8
CC(C)CCNC(=O)CN(Cc1ccccc1)C(=O)CCC(=O)Nc1nccs1
 : 1%	0%	i	-14%	-0.1%	-6%	-5%	3%	-0.4
O=C(NNc1cc(C(F)(F)F)ccc1Cl)c1ccc(=O)[nH]c1
 : -10%	-3%	i	0%	0.8%	2%	13%	-3%	0.4
Cc1ccc(N2C(SCC(=O)O)=NC(=Nc3cccc(C)c3)C23CCCC3)cc1
 : 1%	2%	i	-8%	-0.2%	1%	14%	-4%	-3.1
CCOC(=O)Cn1cc(C#N)c2cccc(CC)c21
 : 17%	-5%	i	-4%	1.5%	-14%	4%	-35%	-0.8
CCOc1ccc(-c2nc(CN3CCCC(C(=O)N4CCOCC4)C3)c(C)o2)cc1 (centres undefined)
 : 2%	2%	i	11%	0.5%	4%	7%	?	0.1
CC(O)CN1C(=O)C(CC(=O)Nc2ccc(Cl)cc2)SC1=Nc1ccccc1 (centres undefined)
 : ?	0%	i	11µM*	0.5%	-3%	9%	?	3.7
O=C(Nc1ccccc1)Nc1scc2c1c(=O)oc1ccccc12
 : -3%	-6%	i	1%	8.1%	5%	2%	5%	-2.0
O=C(O)CSc1ccnc2cc(Cl)ccc12
 : 1%	-12%	i	7%	-0.8%	1%	0%	3%	-0.3
CCN(CC)C(=O)CSc1nc(C)cc(C)c1C#N
 : 3%	-2%	i	6%	0.2%	4%	10%	0%	-1.5
C#CCOCCOCCOCCNc1nc(N2CCN(C(=O)[C@H](CCCN=C(N)N)n3cc(C(N)[C@@H](C)CC)nn3)CC2)nc(N2CCN(C(=O)[C@H](CCC(=O)O)n3cc([C@@H](N)[C@H](C)CC)nn3)CC2)n1 (some centres undefined)
 : -1%	-4%	i	20%	-0.7%	3%	1%	3%	-2.6
C=CCOc1cccc(CNc2ccc3[nH]c(=O)[nH]c3c2)c1
 : -14%	-2%	i	4%	9.3%	-4%	6%	?	-0.4
O=C(Nc1ccc2ccccc2c1)c1cccc2ccccc12
 : 4%	nt	i	-2%	6.0%	5%	11%	?	-12
Cc1ccc(NC(=S)N(CCN(C)C)C(C)c2ccco2)c(C)c1 (centres undefined)
 : ?	1%	i	-27%	2.6%	8%	2%	?	0.2
COc1ccc(C2C(C(=O)Nc3cccnc3)=C(C)Nc3nc(-c4ccc(OC)c(OC)c4)nn32)cc1 (centres undefined)
 : 0%	nt	nt	2%	-0.2%	nt	nt	-3%	nt
CS(=O)(=O)N(CC(=O)N1CCCC1)Cc1ccc(Cl)cc1
 : 9%	-1%	i	0%	-0.7%[9.22 µM]	5%	0%	-7%	-2.7
CCC(=O)N1CCc2cc(S(=O)(=O)CCC(=O)Nc3nc(C)cs3)ccc21
 : -15%	0%	i	-4%	23%	-7%	5%	-9%	0.3
CCOC(=O)c1cc(-c2ccccc2)sc1NC(=O)C(C)OC(=O)c1cccc(S(=O)(=O)N(C)C)c1 (centres undefined)
 : -16%	2%	i	0%	-0.5%	-1%	3%	?	0.4
CCN(CC)S(=O)(=O)c1ccc2[nH]c(=O)cc(C(=O)N(C)C3CCS(=O)(=O)C3)c2c1 (centres undefined)
 : -2%	0%	i	-1%	-0.6%	-8%	4%	8%	-0.4
CS(=O)(=O)c1ccc(Cl)c(S(=O)(=O)NCc2ccccc2)c1
 : -4%	2%	i	3%	-0.4%	-7%	12%	-19%	-1.5
O=C(Cn1ccn(-c2ccc(F)c(F)c2)c(=O)c1=O)Nc1ccccc1F
 : 10%	nt	nt	-12%	-1.3%	nt	nt	-30%	nt
CN(CC(=O)Nc1ccccc1Cl)C(=O)COC(=O)Cc1c(F)cccc1Cl
 : 1%	-7%	i	-9%	0.2%	-3%	3%	12%	-0.6
CCn1nc(NC(=O)c2ccco2)c2cc3ccccc3nc21
 : -5%[1.84 µM]	-1%	i	-1%	14%	-11%	-3%	2%	-3.3
O=C(O)c1cccnc1C(=O)c1ccccc1
 : 1%	nt	i	13%	-0.2%	5%	11%	-8%	2.2
O=C(O)CCN1CCOCC1
 : -2%	0%	i	9%	-0.6%	0%	-9%	?	-1.5
CC(=O)c1ccc(OC(C)C(=O)OCC(=O)NCCc2ccccc2)cc1 (centres undefined)
 : 11%	3%	i	-4%	0.2%	-5%	1%	21%	-1.7
CC1CC(C)C(=O)C(C(CC2CC(=O)NC(=O)C2)OC(=O)CC(=O)c2ccccc2)C1 (centres undefined)
 : ?	nt	i	2.2µM*	-1.2%	2%	4%	5.2µM*	-1.0
CCCCC(=O)Nc1ccc2c(c1)nc(CCNC(=O)c1ccco1)n2C
 : 2%	2%	i	6%	2.0%	2%	8%	5%	-1.0
Oc1ccc(/C=N/Nc2nc(N3CCCC3)nc(N3CCCC3)n2)cc1O
 : -4%	0%	i	-2%	6.2%	-7%	2%	16%	-1.9
C[C@H](NC(=O)OC(C)(C)C)c1nnc(SCc2c(F)cccc2Cl)o1
 : -1%	nt	nt	-3%	0.2%	nt	nt	-13%	nt
Cc1cc(C(=O)Nc2c[nH]c(=O)[nH]c2=O)ccc1[N+](=O)[O-]
 : 2%	-2%	i	-12%	-0.3%	-2%	-4%	-1%	-1.2
COc1ccc(/C=C/C(=O)OCC(=O)N(C)c2c(N)n(Cc3ccccc3)c(=O)[nH]c2=O)cc1OC
 : -3%	-3%	i	-3%	-0.9%	?	-6%	-15%	-1.4
O=C(NCCCN1CCCC1)c1ccc(CS(=O)(=O)c2ccc(Br)cc2)o1
 : 3%	0%	i	24%	-0.8%	1%	7%	-5%	-0.4
Cc1c(NC(=O)C(C)c2ccc(CC(C)C)cc2)c(=O)n(-c2ccccc2)n1C (centres undefined)
 : 0%	1%	i	-8%	1.7%	13%	-1%	10%	0.9
NS(=O)(=O)c1cccc(NC(=O)c2ccc(NS(=O)(=O)c3cccc([N+](=O)[O-])c3)cc2)c1
 : -10%	-1%	i	-6%	-0.2%	-4%	15%	-13%	-5.7
COc1ccc(NC(=O)N(C)C[C@H]2Oc3c(NC(=O)C4CCCCC4)cccc3C(=O)N([C@H](C)CO)C[C@@H]2C)cc1
 : 2%	-6%	i	-1%	0.6%	-5%	0%	-18%	0.9
CCC1(C)Cc2ccccc2C(Nc2c(C)n(C)n(-c3ccccc3)c2=O)=N1 (centres undefined)
 : 2%	0%	i	-6%	-1.6%	4%	12%	4%	-0.7
O=C1OC(c2cccs2)=N/C1=C/c1ccc(-c2cccc(C(=O)O)c2)o1
 : -2%	1%	i	-2%	3.8%	-5%	14%	2%	-1.5
O=C(Cn1c(=O)n(Cc2ccco2)c(=O)c2sc3ccccc3c21)Nc1ccc(F)cc1F
 : 0%	nt	nt	-10%	-0.4%	nt	nt	-8%	nt

Some entries already given, limited to TGFb inhibitor:
canonical_smiles	TGFb inhibitor
O=C1OC(c2cccs2)=N/C1=C/c1ccc(-c2cccc(C(=O)O)c2)o1	-2%
Cc1c(NC(=O)C(C)c2ccc(CC(C)C)cc2)c(=O)n(-c2ccccc2)n1C (centres undefined)	-8%

Screening data as filed in PubChem BioAssay.
